DRD3 agonist: qHTS of D3 Dopamine Receptor Agonist: qHTS | max activation, % | D(3) dopamine receptor (Homo sapiens), P35462 | D3R DiscoveRx beta-arrestin cells, luminescence, 90 min | 410,000 compounds, 0.58% hits | AID 652048, 2013; in the data active = max activation above about 30%; note: 0% is about no effect; mostly tested at two doses, the higher about 12 µM
Target sequence (P35462 whole entry, looked up): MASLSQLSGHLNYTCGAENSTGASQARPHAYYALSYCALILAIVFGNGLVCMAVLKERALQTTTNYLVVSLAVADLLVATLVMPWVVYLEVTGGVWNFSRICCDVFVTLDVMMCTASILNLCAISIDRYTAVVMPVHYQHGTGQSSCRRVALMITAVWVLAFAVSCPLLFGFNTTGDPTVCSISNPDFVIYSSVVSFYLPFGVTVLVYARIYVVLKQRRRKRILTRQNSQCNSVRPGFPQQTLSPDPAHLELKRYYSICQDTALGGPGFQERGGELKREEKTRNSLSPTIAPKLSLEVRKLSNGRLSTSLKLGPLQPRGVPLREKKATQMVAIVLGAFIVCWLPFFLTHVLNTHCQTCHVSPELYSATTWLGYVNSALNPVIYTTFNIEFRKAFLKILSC
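Agonist-mode cell screen: cells plated at 1500/well and incubated overnight at 37 °C, then exposed to library compounds for 90 min at 37 °C. Detection reagent was added for 30–60 min at room temperature, and luminescence was read.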
HEK293 tox: qHTS of GLP-1 Receptor Inverse Agonists: Cytotox Screen | Potency, µM (series often up to 38.3 µM), inactives show at the top dose activity change, negative = inhibition, hits mostly inhibitors | HEK293 cAMP-luciferase reporter cells, luminescence, 24 h | 410,000 compounds, 0.13% hits;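 note: loss of luciferase light is scored as toxicity; potency is the fitted concentration of half-maximal effect; % is set by controls: 0 for no effect and ±100 for the full control effect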
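Quantitative HTS format, 1536 wells, 200 cells/uL seeded. Compounds: 23 nL, 24 h, 37 °C. Detection: luciferase reagent, luminescence at 12 min RT; decreased signal taken as cytotoxic.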
GLP1R inv ag: qHTS of GLP-1 Receptor Inverse Agonists (Inhibition Mode) | 410,000 compounds, 1.6% hits | HEK293 GLP-1R CRE-luciferase, luminescence, 24 h; GLP-1R form is constitutively active | Potency, µM (highest dose often 38.3 µM), without a hit: at the top dose activity change, negative = inhibition, hits mostly inhibitors | Glucagon-like peptide 1 receptor (Homo sapiens), P43220 | AID 624417, 2012; note: potency is the fitted concentration of half-maximal effect; % is set by controls: 0 for no effect and ±100 for the full control effect; nearly all actives have a fitted effect of over 55% in size
Target sequence (P43220 whole entry, looked up): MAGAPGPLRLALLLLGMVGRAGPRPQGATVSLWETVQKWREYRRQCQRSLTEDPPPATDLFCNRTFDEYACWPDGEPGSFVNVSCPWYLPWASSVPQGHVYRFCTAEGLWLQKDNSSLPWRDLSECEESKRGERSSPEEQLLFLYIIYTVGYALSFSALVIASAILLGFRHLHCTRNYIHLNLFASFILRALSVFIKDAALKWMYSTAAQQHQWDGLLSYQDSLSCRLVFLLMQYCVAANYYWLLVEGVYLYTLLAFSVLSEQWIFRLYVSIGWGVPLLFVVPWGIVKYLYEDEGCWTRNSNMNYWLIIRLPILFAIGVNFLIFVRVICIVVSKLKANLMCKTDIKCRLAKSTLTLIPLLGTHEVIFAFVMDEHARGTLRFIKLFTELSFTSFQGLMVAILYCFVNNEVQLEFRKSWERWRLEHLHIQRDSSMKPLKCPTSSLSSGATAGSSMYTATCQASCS
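Luminescence readout: a drop in cAMP-driven luciferase signal flags inverse agonism at a constitutively active GLP-1R stably expressed in HEK293. Compound exposure lasted 24 hr at 37 deg C, 5% CO2.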
* = called active by the depositor; ? = inconclusive; [ ] = dose if it differs, or a comment. Unless noted, calls come from the whole dose curve; as a rule, active = well fitted curve in the direction sought with a large enough effect; inconclusive = small, poorly fitted or top-dose-only effect, or another doubt; inactive = no such curve, though single readings can be large; an effect the other way counts as inactive or inconclusive. Only part of the results is shown, so the mix of outcomes need not match the whole.

SMILES	DRD3 agonist	HEK293 tox	GLP1R inv ag
Cc1c(Cl)cccc1-n1ncc(C(=O)Nc2ccc3c(c2)OCCO3)c1C1CCN(C(=O)OC(C)(C)C)CC1	14.5	-3.9%	?
CCOc1ccccc1CNC(=O)C1CCN(C(=O)N2CCOc3ccc(Cl)cc32)CC1	2.2	0.0%	-25.5%
Cc1ccc(NC(=O)CCn2nc(C)c3c(C)n(-c4ccccc4)nc3c2=O)cc1Cl	-16.3	6.9%	7.0%
CCOc1ccc(Cn2c(CNS(=O)(=O)c3ccc(Cl)s3)nc3cccnc32)cc1	14.7	1.9%	-6.2%
COc1ccc(Br)cc1CNC(=O)CCCn1c(=O)c2cccn2c2ccccc21	-6.4	2.4%	-20.5%
COC(=O)c1cc2sccc2n1CC(=O)Nc1ccc(C)cc1C	8.3	-7.3%	-10.6%
COc1cccc(C(=O)Nc2nc(-c3nnn(-c4ccccc4C(F)(F)F)c3C)ns2)c1	-0.3	0.2%	5.62µM*
O=C(NCCC1=CCCCC1)c1ccc2c(c1)sc1nc(-c3ccc(F)cc3)cn12	-21.6	-11.5%	-10.4%
CCCc1cc(=O)[nH]c(SCc2nc(-c3ccc(OCC)cc3)no2)n1	-12.3	4.7%	-3.2%
CCOc1ccc(C(c2c(C)[nH]n(-c3ccccc3)c2=O)c2c(C)[nH]n(-c3ccccc3)c2=O)cc1OC	-11.4	-17.1%	14.2%
COc1ccc(-c2cc(C)no2)cc1S(=O)(=O)Nc1c(C)cc(C)cc1C	-8.7	-11.8%	?
O=C(Nc1cccc(C(F)(F)F)c1)c1cccc(C(=O)Nc2cccc(C(F)(F)F)c2)c1	-5.5	3.1%	-25.8%
Cc1cccc(Cn2cc(S(=O)(=O)c3cccc(Cl)c3)c(=O)c3cc(F)c(N4CCOCC4)cc32)c1	0.1	-10.0%	3.2%
COc1ccccc1OCC(=O)N1CCC(c2nc3ccccc3o2)CC1	0.8	-7.5%	-4.0%
CCCc1nnc(NC(=O)Nc2ccccc2Cl)s1	-15.4	-7.3%	?
O=C(Cn1cc(S(=O)(=O)Cc2ccccc2F)c2ccccc21)NCc1ccccc1	2.1	9.3%	10.4%
CCCN1CCN(CCNC(=O)Nc2cc(Cl)c(OC)cc2OC)CC1	-8.2	3.7%	-1.3%
CCOc1ccc(NC(=O)C(=O)NCc2ccco2)cc1	-3.9	4.5%	5.0%
COc1cc(NC(=O)Cn2c(=O)n(Cc3ccccc3OC)c(=O)c3cccnc32)cc(OC)c1	-15.1	-1.8%	-19.2%
COc1ccc(C(=O)c2cn(Cc3ccccc3)c3ccccc3c2=O)cc1OC	-11.6	-15.8%	4.2%
Cc1ccc(NC(=O)CN2C(=O)C(c3ccc(C)cc3)=NC23CCCCCC3)cc1	-3.8	-18.7%	10µM*
COc1cccc(-c2nc3c(c(SCC(=O)Nc4cc(C)ccc4C)n2)Cc2c(CO)cnc(C)c2O3)c1	-16.5	14.1%	-2.0%
CCN1CCOC(=O)C1CC(=O)Nc1ccc(Br)cc1 (configuration not stated)	-4.7	25.6%	2.5%
CCc1ccc2nc(N(CCN(CC)CC)C(=O)c3ccco3)sc2c1	-21.0	-21.7%	?
CC(C)CN(CC(C)C)c1nnc(NC(=O)Nc2cccc(C(F)(F)F)c2)s1	1.4	-4.6%	-2.3%
New compounds follow
SMILES	DRD3 agonist	HEK293 tox	GLP1R inv ag
Cn1c(=O)c2c(SCC(=O)NCc3ccc(F)cc3)nc(-c3ccccc3Cl)nc2n(C)c1=O	-8.6	10.3%	6.3%
COc1ccc(CNC(=O)Nc2cn(CC(C)C)c(=O)c3ccccc23)c(OC)c1	-8.4	3.4%	1.4%
CC(=O)N1CCCc2cc(S(=O)(=O)N(C)CC(=O)Nc3ccc(Cl)cc3C)ccc21	6.4	2.3%	?
Cc1ccc2c(c1)N(C(=O)CCC(=O)Nc1ccc(F)cc1F)CC(C)O2 (configuration not stated)	4.2	-2.9%	?
Cn1nc(C(=O)Nc2ccc(F)c(Cl)c2)c2c1-c1ccccc1S(=O)(=O)C2	-4.6	3.8%	16.1%
Cc1ccccc1CNC(=O)CCCn1c(=O)c2cccn2c2cccnc21	-8.2	-0.5%	9.8%
Cc1nn(CCC(=O)N2CCN(c3ccccc3F)CC2)c(C)c1S(=O)(=O)N1CCCC1	-12.4	0.4%	-12.3%
CCc1ccccc1Nc1nc2ccccc2n2cnnc12	-14.8	-12.6%	32.6%[activator]
CCCc1nn2c(=O)cc(COC(=O)c3ccc(NC(=O)c4cccs4)cc3)nc2s1	-6.0	-23.2%	?
CCOC(=O)C(CC)Sc1c(CC)cnc2c1c(=O)n(C)c(=O)n2C (configuration not stated)	4.8	0.0%	9.8%
CCOc1ccc(CNC(=O)C2Cc3ccccc3N2C(=O)CC)cc1OC (configuration not stated)	-10.8	3.6%	6.4%
Cc1ccc(O)c(Nc2nc3ccccc3c3nncn23)c1	4.4	-2.7%	2.3%
CCOC(=O)CSc1nc2cc3c(cc2c(=O)n1CCCCCC(=O)NCc1ccc2c(c1)OCO2)OCO3	-5.8	1.1%	10.7%
Cc1c(-c2ccccc2)c(=O)oc2c(CN3CCCC3)c(O)ccc12	-10.5	287.4%[activator]	-7.5%
O=C(OCc1cc(=O)n2nc(C3CC3)sc2n1)c1ccc(F)cc1	5.1	-2.8%	-6.5%
CC(C)Cc1ccc(S(=O)(=O)N2CCN(Cc3noc(CCC(=O)N4CCCCC4)n3)CC2)cc1	-17.4	-7.4%	-29.1%
CCN(c1ccccc1)S(=O)(=O)c1ccc(F)c(C(=O)Nc2ccc(C)cc2)c1	-22.4	-11.1%	?
CC(C)(C)c1ccc(C(=O)Nc2ccc(-c3nc4ccccc4o3)c(O)c2)cc1	4.5	3.6%	1.1%
CCOC(=O)c1cccc(NC(=O)CN2C(=O)CC(C)(C)Sc3ccccc32)c1	6.1	-6.5%	?
CN(C)c1ccc(CNC(=O)C2CCN(C(=O)c3ccc(-n4ccc5ccccc54)s3)CC2)cc1	3.9	-2.0%	?
CC1=C(C(=O)Nc2cccnc2)C(c2cccc(O)c2)n2nc(SCc3ccccc3)nc2N1 (configuration not stated)	8.3	10.8%	13.3%
CCOc1ccc(N(Cc2cc3cc(C)ccc3[nH]c2=O)C(=O)c2cccc(Cl)c2)cc1	5.7	0.0%	2.6%
CCc1ccc(CNc2ncnc3c2nc2n3CCCC2)cc1	1.2	4.2%	-5.0%
CCc1ccccc1N(C)C(=O)c1nn(-c2ccc(OC)cc2)c(=O)c2c1c1ccccc1n2C	13.3	-1.4%	0.6%
COc1ccc(C2=C(C)C(=NCCCN3CCN(c4cc(Cl)ccc4C)CC3)NS2(=O)=O)cc1	-42.1	-5.1%	8.91µM*
New compounds follow:
SMILES	DRD3 agonist	HEK293 tox	GLP1R inv ag
O=C(Cn1c(=O)c(C(F)(F)F)nc2ccccc21)Nc1cccc(Br)c1	-0.7	2.8%	4.0%
CCOc1ccc(C2c3[nH]c4ccccc4c3CCN2C(=O)CCc2ccccc2)cc1 (configuration not stated)	-23.4	1.7%	?
COc1ccc(-c2noc(-c3nnn(-c4cc(C)ccc4C)c3N)n2)cc1	3.8	4.8%	0.0%
Fc1cccc(-c2nc(-c3ccncc3)no2)c1	4.9	3.7%	10.2%
Cc1ccc(-n2c(=O)[nH]c3sc4c(c3c2=O)CCCC4)cc1	2.5	1.0%	22.4%
COc1ccc(Cc2nc3c4cnn(-c5ccccc5Br)c4ncn3n2)cc1	9.3	-16.8%	7.1%
Cc1csc2nc(COC(=O)c3ccccc3NC(=O)c3ccc(C(C)(C)C)cc3)cc(=O)n12	-2.2	1.2%	12.4%
O=C(Nc1ccc(NC(=O)c2cccs2)cc1)c1cccc(Br)c1	8.0	5.7%	-2.1%
Cc1ccsc1CN(C(=O)c1ccc(Br)cc1)C1CCS(=O)(=O)C1 (configuration not stated)	0.5	0.7%	-13.1%
COc1ccc(NS(=O)(=O)c2ccc(-c3cnc(C4CC4)o3)cc2)cc1Cl	-16.9	-28.8%	?
CCOc1ccc(CCNC(c2cccc(Cl)c2)c2nnc(-c3ccccc3)o2)cc1OCC (configuration not stated)	-4.1	-8.7%	?
O=C(COc1ccc(Cl)cc1)Nc1ccc(-c2nc3ccccc3s2)c(O)c1	-1.2	14.9%	?
COc1ccc(OC(=O)c2nc(SCc3ccccc3C)ncc2Cl)cc1	-8.8	1.9%	7.7%
COCCCN1C(=O)c2oc3ccccc3c(=O)c2C12C(=O)N(C)c1ccccc12 (configuration not stated)	-9.1	7.6%	9.8%
CCOc1ccc(CNC(=O)CSc2nnc(C)c3c(C)n(-c4ccccc4)nc23)cc1	-8.2	-0.9%	15.0%
Cn1cc(S(=O)(=O)c2ccc(Cl)cc2)c(=O)c2cc(F)c(N3CCCC3)cc21	-5.4	0.1%	0.9%
COc1cccc(-n2cc(C(=O)NCCc3cccc(C)c3)c3ccccc3c2=O)c1	4.6	-17.6%	?
CCOc1ccccc1CNC(=O)c1ccc(N2Cc3ccccc3Oc3ncccc32)s1	-1.8	-4.4%	3.9%
CC(=O)c1cccc(NC(=O)CSc2nnc3ccc(-c4ccc(F)cc4)nn23)c1	0.5	-14.1%	3.9%
CCN1CCN(Cc2c(O)ccc3oc(C)c(C(=O)Nc4ccc(C)cc4C)c23)CC1	-8.6	-1.1%	3.8%
COc1cc(C)c(C)cc1S(=O)(=O)Nc1cccc(-c2ccc(N3CCOCC3)nn2)c1	-24.0	0.4%	3.2%
COc1ccccc1N1CCN(C(=O)c2cc3c(=O)n(Cc4ccco4)ccc3nc2C)CC1	-9.5	10.3%	10.7%
COc1ccc(Cn2c(=O)c3oc4ccccc4c3n(CC(=O)Nc3ccc(F)cc3F)c2=O)cc1	-17.5	-3.0%	12.1%
O=C(NCCCN1CCCCC1)c1sc2ncccc2c1-n1cccc1	-20.0	-5.8%	-5.8%
COc1ccc(OC(C)c2nc3ccccc3[nH]2)cc1 (configuration not stated)	-7.8	-3.8%	0.4%
O=C(Nc1ccc(Br)cc1)C1CCN(c2ncccn2)CC1	1.4	2.9%	-5.6%
Cc1cccc(CCNC(=O)c2cnc3c(C)cccn3c2=O)c1	6.3	1.2%	3.1%
COc1cc(CCNC(=O)c2ccc3c(c2)c(C)c(C)n3Cc2cccc(C)c2)cc(OC)c1OC	7.1	-3.2%	?

Part of the list above, reduced to GLP1R inv ag:
Compound | GLP1R inv ag
COc1ccc(NS(=O)(=O)c2ccc(-c3cnc(C4CC4)o3)cc2)cc1Cl | ?
CCOc1ccc(CCNC(c2cccc(Cl)c2)c2nnc(-c3ccccc3)o2)cc1OCC (configuration not stated) | ?

A run of entries taken from the entries so far:
SMILES	DRD3 agonist	HEK293 tox	GLP1R inv ag
O=C(Nc1ccc(Br)cc1)C1CCN(c2ncccn2)CC1	1.4	2.9%	-5.6%
Cc1cccc(CCNC(=O)c2cnc3c(C)cccn3c2=O)c1	6.3	1.2%	3.1%
COc1cc(CCNC(=O)c2ccc3c(c2)c(C)c(C)n3Cc2cccc(C)c2)cc(OC)c1OC	7.1	-3.2%	?

Laid out differently: 2 of the compounds above.
Screens in order: DRD3 agonist, HEK293 tox, GLP1R inv ag
> COc1ccc(OC(C)c2nc3ccccc3[nH]2)cc1 (configuration not stated)
  -7.8, -3.8%, 0.4%
> O=C(Cn1c(=O)c(C(F)(F)F)nc2ccccc21)Nc1cccc(Br)c1
  -0.7, 2.8%, 4.0%

Entries of single compounds from above.
`Cn1cc(S(=O)(=O)c2ccc(Cl)cc2)c(=O)c2cc(F)c(N3CCCC3)cc21` in the list: DRD3 agonist = -5.4; HEK293 tox = 0.1%; GLP1R inv ag = 0.9%
`COc1ccc(NS(=O)(=O)c2ccc(-c3cnc(C4CC4)o3)cc2)cc1Cl` in the list: DRD3 agonist = -16.9; HEK293 tox = -28.8%; GLP1R inv ag = ?

Screening data: PubChem BioAssay, National Center for Advancing Translational Sciences (NCATS)
